# Compound activity: PubChem, several laboratories
# Bim-Mcl-1 = disrupts Bim peptide binding to human Mcl-1. Q07820. Bead-based flow cytometry, Bim peptide-Mcl-1 binding. inhibition, % at 10 µM. 0.1% of 190,000 active; in the data active = inhibition above about 40%;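 also: 0% = no compound tracer wells and 100% = peptide blocker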
# Target sequence (Q07820 whole entry, looked up): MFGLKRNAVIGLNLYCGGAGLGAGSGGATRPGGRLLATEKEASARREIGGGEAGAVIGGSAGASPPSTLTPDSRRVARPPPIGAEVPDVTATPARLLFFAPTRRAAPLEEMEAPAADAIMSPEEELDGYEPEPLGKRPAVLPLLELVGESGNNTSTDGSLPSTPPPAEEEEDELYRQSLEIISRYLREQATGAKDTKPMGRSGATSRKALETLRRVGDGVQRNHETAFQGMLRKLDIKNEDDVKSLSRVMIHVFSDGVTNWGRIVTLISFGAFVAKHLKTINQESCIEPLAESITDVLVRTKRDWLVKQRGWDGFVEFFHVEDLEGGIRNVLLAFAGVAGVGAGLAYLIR
# Pf gametocyte = P. falciparum stage V gametocyte viability inhibition. AID 743093. P. falciparum stage V gametocytes, ATP luminescence, 24 h. inhibition, % at 10.9 µM. 0.065% of 150,000 active;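 active = inhibition above the mean plus 3 SD of compounds within the control limits, set per campaign, cut at about 38% in these data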;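 also: 0% = DMSO wells and 100% = medium only without gametocytes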
# Avidin bead fluor = avidin bead compound fluorescence profile. Avidin beads, compound fluorescence 488/530 nm, flow cytometry; active compounds read high. fluorescence (KMESF) at 10 µM. 0.38% of 220,000 active. AID 1775; in the data active = fluorescence above about 47; also: inactives centre near 10
# Rab7 wt modul = dog Rab7 wildtype GTP binding, inhibitors and activators; GTP binding activity (percent of control), % at 10 µM; 0.055% of 190,000 active; GST-Rab7 beads, fluorescent GTP binding, flow cytometry; actives lie on both sides; untreated = 100%, excess cold GTP = 0%;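 active = fluorescent GTP binding to Rab7 beads changed by at least 20 points from the 100% baseline, either direction, mostly lower; inconclusive = compound itself probably fluorescent, or too few beads counted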;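 also: median green fluorescence of bound Bodipy-FL-GTP per Rab7 bead population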
# Rac1 wt GTP bind = alters GTP binding to wildtype human Rac1; GTP binding activity (% of control), % at 10 µM; 0.27% of 190,000 active; P63000; GST-Rac1 beads, fluorescent GTP binding, flow cytometry; actives lie on both sides; 0 = cold GTP competed, 100 = untreated;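 active = GTP binding activity at least 20 points away from the 100% control level, either lower or higher; inconclusive = compound flagged as likely green fluorescent, judged across all proteins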
# Cdc42 wt GTP = human Cdc42 wildtype GTP binding change, either direction; percent activity (GTP binding), % at 10 µM; AID 761; GST-Cdc42 beads, Bodipy-GTP binding, flow cytometry; actives lie on both sides; P60953; 0.2% of 190,000 active;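 active = percent activity GTP binding at least 20 points away from the 100% baseline, either down as inhibitor or up as activator; inconclusive = compound flagged as likely green fluorescent from well-wide comparison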;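 also: median bead fluorescence of bound Bodipy-FL-GTP at 100 nM; 0% = excess unlabeled GTP control and 100% = no compound control; below 100% means less GTP binding so inhibitor and above means activator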
# Target sequence (P60953 whole entry, looked up): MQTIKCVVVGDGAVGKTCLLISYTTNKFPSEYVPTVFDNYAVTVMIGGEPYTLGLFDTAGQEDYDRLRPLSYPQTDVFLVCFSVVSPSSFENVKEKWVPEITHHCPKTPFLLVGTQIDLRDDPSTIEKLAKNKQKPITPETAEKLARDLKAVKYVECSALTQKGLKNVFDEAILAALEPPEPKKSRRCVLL
# HRas wt GTP = changes GTP binding to wildtype human HRas | P01112 | GST-Ras wt beads, Bodipy-FL-GTP binding, flow cytometry; actives lie on both sides | GTP binding activity, % at 10 µM | 0.14% of 190,000 active | AID 759;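 active = GTP binding activity at least 20% away from the 100% baseline, either lowered as inhibitor or raised as activator; inconclusive = flagged as likely green fluorescent, judged across all proteins in the well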;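 also: 0% = unlabeled GTP competition control and 100% = no-compound control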
# Target sequence (P01112 whole entry, looked up): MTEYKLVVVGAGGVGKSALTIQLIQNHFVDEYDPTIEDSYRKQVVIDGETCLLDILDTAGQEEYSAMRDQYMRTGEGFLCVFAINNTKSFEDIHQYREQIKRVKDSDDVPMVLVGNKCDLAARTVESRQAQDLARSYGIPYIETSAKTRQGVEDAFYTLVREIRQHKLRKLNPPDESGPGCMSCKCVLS
# Rab2A wt mod = changes GTP binding to wildtype dog Rab2A, up or down; P61105; GST-Rab2 wt beads, Bodipy-GTP binding, flow cytometry; GTP binding activity, % at 10 µM; 0.19% of 190,000 active; AID 760;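 active = GTP binding activity at least 20 points away from 100%, either lowered or raised; inconclusive = signal likely due to the compound's own green fluorescence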;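 also: 0% = beads with excess unlabeled GTP and 100% = no-compound control corrected for plate trend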
# Rac1 act GTP bind = alters GTP binding to activated mutant human Rac1; P63000; percent activity (GTP binding), % at 10 µM; GST-Rac1 activated beads, fluorescent GTP binding, flow cytometry; actives lie on both sides; 100% means binding = to untreated wells; 0.11% of 190,000 active;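 active = GTP binding at least 20 percentage points away from the 100% baseline, in either direction, so actives lie on both sides; inconclusive = Compound likely fluorescent itself, or too few beads counted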
# Mcl1 Bid PPI = Mcl-1/Bid interaction inhibition; Q07820; TR-FRET Mcl-1/Bid-Dy647 peptide binding, 1536-well; inhibition, % at 21.7 µM; 0.97% of 220,000 active;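 active = compounds that cut the binding signal by more than half at the single screening dose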;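 also: His-tagged Mcl-1 with europium anti-His antibody binding Bid BH3 peptide; 0% = Mcl-1 plus peptide wells and 100% = peptide-only wells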
# Mcl1-Noxa inh = disrupts binding of human Mcl-1 to Noxa peptide. TR-FRET Mcl-1/Noxa peptide binding, 2 h. AID 1022. 1.5% of 220,000 active. inhibition, % at 21.7 µM;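 active = compounds that cut the protein-peptide binding signal by more than 50% relative to plate controls in a single-dose test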;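 also: His-tagged Mcl-1 with rhodamine Noxa BH3 peptide and terbium anti-His antibody; 0% = Mcl-1 plus Noxa peptide wells and 100% = peptide-only wells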
# * marks the source's active call; other numbers are inactive results; ? = inconclusive; . = no result given.
cpd	SMILES	Rab2A wt mod	Rac1 act GTP bind	Bim-Mcl-1	Mcl1 Bid PPI	Rac1 wt GTP bind	Cdc42 wt GTP	Rab7 wt modul	Pf gametocyte	Mcl1-Noxa inh	Avidin bead fluor	HRas wt GTP
1	CCCCNC(=O)Nc1cnn(CC)c1C(N)=O	100	98	-3	-12	101	100	101	.	-6	32	100
2	O=c1oc2ccccc2c(NCCc2ccccc2)c1[N+](=O)[O-]	97	101	-7	-14	101	103	97	.	27	7	99
3	c1cc2ccc3ccc(CN4CCOCC4)c4ccc(c1)c2c34	97	97	-2	10	98	100	94	.	29	9	99
4	Cc1cnc(C(=O)OCC(=O)Nc2ccc(Cl)cc2)cn1	97	97	-2	-6	100	98	96	-4	5	14	98
5	N/C(=N\c1nc2c(c(=O)[nH]1)CCC2)Nc1ccccc1	104	101	-3	-30	102	100	102	-2	-7	8	104
6	NS(=O)(=O)c1cccnc1Nc1ccc(Cl)c(Cl)c1	104	101	-1	-3	106	105	103	.	7	11	104
7	Cc1ccc(C)c(NC(=O)CCC(=O)N/N=C2/CC(=O)CC(C)(C)C2)c1	97	96	0	-50	99	97	97	-3	9	8	94
8	Cc1cc(=O)oc2cc(OCC(=O)N3CCCC(C)C3)ccc12 (centres undefined)	102	99	0	-3	106	103	101	.	-22	39	100
9	C[N+]1(CC(=O)OCCCc2ccccc2)CCOCC1	103	100	0	-6	105	106	102	.	13	5	104
10	CC1CC2=C(NC(=S)NC2c2ccccc2F)/C(=C/c2ccccc2F)C1 (centres undefined)	96	92	0	-25	96	95	102	8	4	8	95
11	COc1ccc(/C=C(\NC(=O)c2cccs2)C(=O)Nc2ccccc2C)cc1OC	99	99	-5	-10	101	101	101	1	-2	4	100
12	Cc1ccc(NC(=S)Nc2nc(CC(=O)Nc3ccccc3)cs2)cc1	99	98	3	-10	99	100	95	-18	-1	17	99
13	N#Cc1nc(-c2ccccc2Cl)oc1N1CCOCC1	99	97	-2	-2	101	99	96	.	-8	16	97
14	N/C(=N\c1nc2c(c(=O)[nH]1)CCCC2)Nc1ccccc1Sc1ccccc1	101	99	-3	8	108	103	105	.	-2	12	104
15	COc1ccc(/C=N/c2nc3ccccc3n2C)cc1OC	93	94	0	-24	95	97	89	.	8	9	96
16	CN(C)CCNC(=O)c1sc2cccc(F)c2c1Cl	98	94	-3	-5	101	97	100	-2	-1	9	97
17	O=C(N/N=C/c1ccco1)c1cnccn1	102	100	-3	-23	107	104	105	-20	-1	12	106
18	Cc1ccc(C)c2c(SC(C)C(=O)NCc3ccco3)nc(-c3ccccc3)nc12 (centres undefined)	99	99	17	2	105	101	100	.	3	6	101
19	COC(=O)C1CCCN1C(C(=O)NC1CCCCC1)c1ccc(Cl)cc1 (centres undefined)	100	100	-2	0	103	98	100	.	-10	2	101
20	COCCn1c(CCC(=O)O)ccc1-c1cccs1	102	96	0	-40	104	101	111	2	27	8	101
21	Cc1ccc(C)c(NC(=O)c2ccc3c(c2)N(Cc2ccc(F)cc2)C(=O)CS3=O)c1 (centres undefined)	102	103	-3	11	105	107	104	.	-25	19	103
22	CC(C)c1ccc(Nc2nnc(SCC(=O)Nc3ncc(S(=O)(=O)c4ccc([N+](=O)[O-])cc4)s3)s2)cc1	91	90	-2	-27	90	90	86	-2	18	7	91
23	Cc1cccc(-c2ncc(CN3CCN(C4CCCC4)C(CCO)C3)cn2)c1 (centres undefined)	98	96	-1	12	96	101	96	6	4	10	98
24	CCOC(=O)C1=C(C)OC(N)=C(C#N)C1c1cc(OC)c2c(c1)OCO2 (centres undefined)	100	98	0	-57	102	101	101	-19	15	5	100
25	CCc1ccc(NC(=O)c2ccnc(C(C)(C)C)c2)cc1	103	102	1	101*	105	104	104	13	-2	4	105
26	NC(=O)C1(N2CCCCC2)CCN(C2CC(=O)NC2=O)CC1 (centres undefined)	101	98	3	-13	106	101	103	.	-1	5	104
27	Cc1ccc(Cl)cc1NC(=O)Nc1cccs1	97	93	-15	-33	94	100	95	17	22	26	94
28	COC(=O)Nc1ccc(S(=O)(=O)N2CCN(CCN3C(=O)C4C5C=CC(C5)C4C3=O)CC2)cc1 (centres undefined)	97	98	2	-21	99	102	94	13	11	9	99
29	Cc1cnc(C(=O)OCC(=O)N2CCc3ccccc3C2)cn1	100	101	-1	-10	111	108	99	.	-4	35	103
30	Cn1c(=O)c2c(SCC(N)=O)nc(CC(C)(C)C)nc2n(C)c1=O	98	99	-1	3	101	99	99	.	-1	9	99
31	Cc1ccccc1OCc1nnc(SCC(=O)O)n1Cc1ccccc1	96	91	3	-4	94	94	101	-22	11	9	95
32	COc1ccc(-n2c(=O)c3ccccc3n(CC(=O)Nc3cc(C)on3)c2=O)cc1OC	96	95	-2	-19	96	97	100	2	-1	7	98
33	COc1ccc(C(=O)N2CCC(N3CCN(c4ccccc4)CC3)CC2)cc1OC	100	99	-2	43	97	98	102	0	8	11	100
34	Nc1cc(=O)[nH]c(=S)n1-c1ccccc1	101	100	-1	-56	103	101	102	.	9	13	101
35	CCCC(=O)N1CCc2cc(-c3nc(N)sc3C)ccc21	97	96	-2	-11	102	100	100	.	20	21	99
36	CCOC(=O)CN1NC2(CCC(C)CC2)NC1=S (centres undefined)	98	99	-6	-29	102	103	101	3	-5	10	101
37	Cc1cccc(-n2c(O)c(C=NCc3ccccn3)c3ccccc3c2=O)c1	98	99	0	-43	106	99	98	14	-2	16	100
38	CC(=O)Nc1ccc2nc(NC(=O)COc3ccccc3C)sc2c1	98	94	1	-18	99	94	102	-26	6	8	96
39	Cc1c(Cl)cccc1NC(=S)N(C)CCC#N	94	96	2	-36	98	92	99	-36	-8	25	94
40	CCC(C(=O)O)n1c(C(F)(F)F)nc2ccccc21 (centres undefined)	99	98	1	2	107	102	100	.	45	15	101
41	COCCSc1nnc(NC(=O)Cc2cccs2)s1	101	98	-2	-1	103	100	100	.	9	35	99
42	Cc1cccc(-n2c(Cc3ccccc3)nnc2SCc2ccc([N+](=O)[O-])cc2)c1	100	99	-6	-8	104	103	101	-24	1	3	100
43	O=C(NN1C(=O)c2ccccc2NC1c1ccccn1)c1ccc(Br)cc1 (centres undefined)	89	92	2	-10	101	99	94	.	-9	23	101
44	O=C1CN(C(=O)COC(=O)C2CCN(S(=O)(=O)c3ccccc3C(F)(F)F)CC2)c2ccccc2N1	104	102	2	-36	106	103	106	12	13	9	106
45	COc1cc(OC)cc(N2CC(C)(C)C2=O)c1	98	95	-3	-23	96	95	106	.	11	11	95
46	CCC(=O)Nc1nc(-c2ccccc2)ns1	?	?	3	2	?	?	?	15	-7	22	?
47	CC1(C)S[C@@H]2[C@H](NC(=O)[C@H](N)c3ccc(O)cc3)C(=O)N2[C@H]1C(=O)O	96	96	0	-6	101	98	101	.	19	6	98
48	Cc1ccccc1N=Nc1c(C)[nH]n(C(N)=S)c1=O	95	99	-7	-51	98	98	95	5	25	11	98
49	COC(=O)c1sc(NC(=O)c2csc3c2CCCC3)nc1C	96	95	0	-12	98	97	95	-1	13	15	97
50	COc1ccc(C(=O)N[C@H](C(=O)OCc2cc(=O)oc3cc(C)ccc23)C(C)C)cc1	31*	33*	1	2	33*	33*	20*	-2	10	3	37*
51	O=C(O)CN1CCN(Cc2ccccc2)C1=O	98	99	0	-27	103	103	98	-12	18	23	102
52	CCOC(=O)C(NC(=O)CC(C)C)(Nc1cc(C)on1)C(F)(F)F (centres undefined)	94	96	0	-15	95	98	92	-21	.	9	95
53	Cc1ccc(/C=C/C(=O)NCCCc2ccccc2)cc1	96	94	18	0	98	101	96	-1	-15	3	96
54	CC(C)c1nc2sc3c(c2c(=O)n1N)CC(C)(C)OC3	96	95	0	2	100	97	98	-8	3	6	98
55	CCc1nnc(NS(=O)(=O)c2ccc(NC(=O)/C=C/c3ccc(OC)cc3OC)cc2)s1	92	92	0	-42	94	92	96	-5	47	17	93
56	CCCN(CC1CC1)C(=O)CSc1nnc(-c2cc(-c3cccs3)nc3ccccc23)o1	97	95	0	-10	98	97	96	.	-13	3	96
57	COc1cccc(CN2CCN(C3CCN(c4ccccc4F)CC3)CC2CCO)c1 (centres undefined)	94	95	0	-42	97	93	100	-15	-16	18	97

# Some of the entries above, set out differently:
# Sequence of screens – Rab2A wt mod	Rac1 act GTP bind	Bim-Mcl-1	Mcl1 Bid PPI	Rac1 wt GTP bind	Cdc42 wt GTP	Rab7 wt modul	Pf gametocyte	Mcl1-Noxa inh	Avidin bead fluor	HRas wt GTP
49: COC(=O)c1sc(NC(=O)c2csc3c2CCCC3)nc1C
  96	95	0	-12	98	97	95	-1	13	15	97
50: COc1ccc(C(=O)N[C@H](C(=O)OCc2cc(=O)oc3cc(C)ccc23)C(C)C)cc1
  31*	33*	1	2	33*	33*	20*	-2	10	3	37*
51: O=C(O)CN1CCN(Cc2ccccc2)C1=O
  98	99	0	-27	103	103	98	-12	18	23	102
52: CCOC(=O)C(NC(=O)CC(C)C)(Nc1cc(C)on1)C(F)(F)F (centres undefined)
  94	96	0	-15	95	98	92	-21	.	9	95
53: Cc1ccc(/C=C/C(=O)NCCCc2ccccc2)cc1
  96	94	18	0	98	101	96	-1	-15	3	96
54: CC(C)c1nc2sc3c(c2c(=O)n1N)CC(C)(C)OC3
  96	95	0	2	100	97	98	-8	3	6	98
55: CCc1nnc(NS(=O)(=O)c2ccc(NC(=O)/C=C/c3ccc(OC)cc3OC)cc2)s1
  92	92	0	-42	94	92	96	-5	47	17	93
56: CCCN(CC1CC1)C(=O)CSc1nnc(-c2cc(-c3cccs3)nc3ccccc23)o1
  97	95	0	-10	98	97	96	.	-13	3	96
57: COc1cccc(CN2CCN(C3CCN(c4ccccc4F)CC3)CC2CCO)c1 (centres undefined)
  94	95	0	-42	97	93	100	-15	-16	18	97
